Screens as filed in PubChem BioAssay.
ARNT TACC3 PPI: disruptors of ARNT/TACC3 protein interaction, primary screen, biochemical, AlphaScreen, single concentration | Transforming acidic coiled-coil-containing protein 3 (Homo sapiens), Q9Y6A5 | AlphaScreen His-ARNT PAS-B/GST-TACC3 binding, luminescence; TACC3 fragment carries E629A point mutation | inhibition, % at 9.99 µM | hit rate 0.66% among 390,000;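 active = mean inhibition of replicates at least 50% and at least half of replicates each reaching 50%; inconclusive = half or more replicates reach 50% but mean below 50%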;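 also: 0% = complete ARNT plus TACC3 wells and 100% = ARNT alone without TACC3; many hits fall short of the cut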
CFTR F508del cor: F508del CFTR correction, initial screen, CFBE line, single point; AID 720511, 2013; activity (quench increase), % at 7.58 µM; CFBE cells, YFP halide quenching; stimulated with forskolin plus potentiator P3; % fluorescence drop versus neutral controls; hit rate 0.36% among 350,000;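 active = mean added fluorescence quench of at least 8% versus neutral control, with both replicates also reaching 8%; inconclusive = only one of the mean or replicate conditions met; inactive = mean below 8% and not both replicates reaching 8%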;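 also: cells transiently co-express mutant CFTR-F508del with the halide-sensitive YFP; corrector assay measuring rescue of mutant channel to the surface after 24 h compound exposure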
INS-1E GSIS act: GLuc luminescence reporter in INS-1E cells, primary screen for activators of glucose-dependent secretion of insulin; AID 743287, 2014; INS-1E GLuc reporter insulin secretion, 2-3 h; hit rate 0.61% among 370,000; activation, % at 16.6 µM;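 active = lowest replicate activation of at least 40%, so every replicate reaches that level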;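 also: 0% = median of neutral control wells and 100% = median of IBMX positive control wells; some compounds called inactive have numbers as strong as hits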
ERp5 inh: inhibitors of ERp5-driven insulin aggregation, primary screen, biochemical, turbidity, absorbance 650 nm, single point; inhibition, % at 9.99 µM; hit rate 0.05% among 350,000; 90 min;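 active = mean replicate inhibition above about 25%, with every replicate also reaching it, limit read from the data, passing the limit was not always enough; inconclusive = only one of those two criteria met; inactive = neither criterion met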
Target sequence (Q15084 whole entry, looked up): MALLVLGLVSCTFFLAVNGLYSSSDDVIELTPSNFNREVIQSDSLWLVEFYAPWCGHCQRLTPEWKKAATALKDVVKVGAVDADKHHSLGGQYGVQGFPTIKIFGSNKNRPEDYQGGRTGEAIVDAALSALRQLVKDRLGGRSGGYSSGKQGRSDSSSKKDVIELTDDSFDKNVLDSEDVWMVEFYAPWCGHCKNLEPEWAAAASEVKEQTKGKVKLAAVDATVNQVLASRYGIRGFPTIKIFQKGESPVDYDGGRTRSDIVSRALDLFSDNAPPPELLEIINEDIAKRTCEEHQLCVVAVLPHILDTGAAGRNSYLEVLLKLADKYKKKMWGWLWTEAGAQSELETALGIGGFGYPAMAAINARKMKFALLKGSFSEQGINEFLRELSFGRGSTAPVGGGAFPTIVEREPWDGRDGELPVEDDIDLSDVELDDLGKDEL
EWS-Fli block: EWS/Fli-driven NR0B1 reporter inhibitors, primary screen, A673 cells, NR0B1 luciferase, luminescence, MLPCN library. viability-normalised. inhibition, % at 12.6 µM. hit rate 0.67% among 350,000;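 active = mean inhibition of at least 50% after viability correction, with every replicate also passing that limit; inconclusive = mean reaches 50% but only one of two replicates passes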;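 also: firefly luciferase signal divided by Alamar Blue viability fluorescence both relative to DMSO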
Xi reactivation: activators of inactive X chromosome reactivation, primary screen, imaging, XiGFP fibroblasts, GFP high-content imaging, set 2. XiGFP mouse fibroblasts, % GFP-positive cells imaging, 3 d; cells co-treated with 5-aza-dC sensitizer; scaled so ellipticine positive control = 100%. activation, % at 7.58 µM. hit rate 0.055% among 360,000;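 active = mean normalized replicate activation at least 10% and every replicate at or above 10%; inconclusive = only one of the two criteria met; inactive = mean below 10% and not all replicates reach 10%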;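 also: 0% = median of on-plate neutral control wells and 100% = ellipticine 6 µM median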
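Assay system: SV40-immortalized XiGFP fibroblast cells, line 68-5-11; buffer or medium: DMEM plus 5-aza-dC sensitizer; compound: one concentration, pinned; timing: compounds 3 days, fix/stain 15 min at room temperature; benchmarks: positive control ellipticine, 6 µM final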
DENV2 CPE: inhibitors of DENV2 cytopathic effect, primary screen, cell-based, plate reader, single concentration | hit rate 1.7% among 350,000 | DENV2-infected cells, cytopathic effect rescue | CPE inhibition, % at 9.99 µM; in the data active = CPE inhibition above about 20%, passing the limit was not always enough; inconclusive = no clear call, values can overlap the other calls; tested in BHK-21 cells;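 also: 0% = median of neutral control wells and 100% = median of positive control wells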
PAX8 reporter: inhibitors of PAX8-driven TPO luciferase reporter, primary screen, RMG-I cells, single concentration | SteadyGlo, 24 h | inhibition, % at 12.6 µM | hit rate 1.2% among 360,000;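 active = mean replicate inhibition at least 60% with every replicate also reaching 60%; inconclusive = only one of the two criteria is met; inactive = mean below 60% and not all replicates reaching 60%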;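 also: luciferase light reporting Pax8 driven TPO promoter activity; plate controls were median of neutral control wells for no effect and mitoxantrone controls for full effect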
Active calls of the source: *; ? = inconclusive; · = not tested or not shown. Rows were taken by chance; 4.2% or so of the library scored in one or more.

SMILES | ARNT TACC3 PPI | CFTR F508del cor | INS-1E GSIS act | ERp5 inh | EWS-Fli block | Xi reactivation | DENV2 CPE | PAX8 reporter
O=C(c1cccc(OC2CCN(Cc3cccc(OCCO)c3)CC2)c1)N1CCCC1 | 6 | 1.5 | -19 | 3 | · | 0.0 | -1 | ·
COc1ccccc1Nc1nc(NCc2ccco2)c2ccccc2n1 | · | -3.5 | · | 0 | 1 | 0.0 | -11 | -14
CCCCCC(=O)Nc1cc(S(=O)(=O)N2CCCCC2)ccc1N1CCOCC1 | -5 | -0.6 | -22 | 9 | 11 | 0.2 | 10 | -7
COc1ccc(C2/C(=C(/O)c3ccc(C)cc3)C(=O)C(=O)N2C)c(OC)c1 (stereo not drawn) | 2 | -0.3 | -8 | 3 | -2 | 0.0 | -1 | 6
CCCC#Cc1ccc([C@H]2[C@@H](CO)N3CCCCN(CC4CC4)C[C@H]23)cc1 | 0 | 2.2 | · | 3 | 15 | · | 1 | 15
CCCC(=O)N1CC2(CN(C(=O)C3CCC3)C2)c2c(n(C)c3cc(OC)ccc23)[C@@H]1CO | · | 1.5 | -11 | 2 | -3 | 0.4 | 0 | -3
CCN(CC)S(=O)(=O)c1ccc(C(=O)Nc2ccc(Cc3ccncc3)cc2)cc1 | 0 | -0.4 | -9 | -2 | 13 | 0.0 | -1 | 26
CCOC(=O)c1c(CN2CCN(C)CC2)n(-c2ccccc2)c2cc(Br)c(O)cc12 | 3 | 2.7 | 11 | -2 | 19 | -0.1 | -4 | -19
CCN(CC)C(=O)c1nn(-c2ccccc2)c2c1C1CCC2(C)C1(C)C (stereo not drawn) | 3 | -0.7 | -51 | -2 | 17 | 0.4 | 1 | -9
CCOC(=O)c1sc2nc(CSc3ccccc3Cl)[nH]c(=O)c2c1C | -12 | -0.9 | 5 | -3 | 14 | 0.1 | -4 | 7
O=C(NCCCN1CCOCC1)c1ccc(Cl)cc1[N+](=O)[O-] | -12 | 2.4 | -7 | -7 | -2 | 0.0 | 3 | -1
COc1cc(/C=C(\C#N)c2nc3ccccc3[nH]2)cc(OC)c1O | 11 | 10* | -24 | 12 | -15 | 0.0 | -2 | -5
CC(Cc1ccccc1)NC(=O)CN1C(=O)c2ccccc2S1(=O)=O (stereo not drawn) | -18 | -1.0 | 8 | 0 | -12 | 0.1 | ? | ·
O=C(NCc1ccccc1Cl)C1CCN(S(=O)(=O)c2ccc(-n3cnnn3)cc2)CC1 | -4 | -0.4 | -1 | 3 | 11 | -0.1 | 7 | -12
CNC[C@H]1Oc2cc(C#C[C@@H](C)O)ccc2S(=O)(=O)N([C@@H](C)CO)C[C@@H]1C | 33 | 3.1 | 22 | 12 | 1 | 0.0 | -6 | ·
CCNc1nc(NCC)nc(Nn2cnnc2)n1 | 1 | -1.6 | 56* | -4 | -1 | · | -2 | ·
CC(=O)Nc1ccc(CN2CCN(CC(C)C)C(CCO)C2)cc1 (stereo not drawn) | -2 | 1.5 | -4 | 3 | 3 | 0.0 | -7 | 10
COc1ccc(C[C@@H]2CN3C(=NC[C@@H]3C)N2C[C@H](C)NC(=O)c2ccc(C)c(Br)c2)cc1 | -2 | -1.0 | · | 4 | -5 | 0.2 | -17 | 17
Fc1cc(Br)ccc1COc1ccc(-c2nnco2)cc1 | 2 | -1.7 | -3 | 3 | -74 | 0.0 | 1 | -81
CCCNC(=O)N1CC2(C1)[C@H](c1ccccc1)[C@H](CO)N2Cc1ccc(Cl)cc1 | · | 1.7 | -17 | -2 | 5 | 0.1 | -5 | ·
Cc1csc(NC(=O)c2ccncc2)n1 | 3 | -0.4 | 5 | -2 | -6 | · | -5 | -8
C[C@H]1CN([C@@H](C)CO)C(=O)c2cc(N(C)C)ccc2O[C@H]1CN(C)Cc1ccc(C(=O)Nc2ccccc2N)cc1 | · | 2.3 | 12 | · | 61* | -0.8 | -2 | 3
CCCCNC(=O)CS(=O)Cc1nc(-c2cccs2)oc1C (stereo not drawn) | · | -0.3 | 0 | -2 | 2 | -0.3 | -6 | ·
NC(=O)Cc1ccc(C(=O)c2ccc(Cl)cc2Cl)s1 | -13 | 2.5 | 14 | 0 | -18 | 0.0 | -2 | -34
Cc1ccccc1NC(=O)c1cnn(-c2ccccc2)c1C | -3 | 0.1 | -6 | 2 | -137 | 0.0 | -8 | -34
CN(C)C(=O)C[C@@H]1CC[C@H](NC(=O)NC2CCCCC2)[C@H](CO)O1 | -8 | -2.2 | -1 | 3 | 5 | -0.2 | · | -6
C/C=C/c1ccc([C@@H]2[C@H](CO)N3CCCCN(S(=O)(=O)c4ccccc4)C[C@@H]23)cc1 | 11 | 31* | -21 | -1 | 1 | 0.0 | 10 | -9
O=C(NCCOc1ccccc1F)C1CC(=O)N(Cc2ccccc2)C1 (stereo not drawn) | -2 | -1.8 | -24 | 10 | 0 | -0.1 | -8 | ·
COc1ccc2nc(C)cc(SCC(NC(C)=O)C(=O)OC(C)C)c2c1 (stereo not drawn) | -7 | 1.7 | 10 | 5 | -17 | 0.0 | 9 | 8
C[C@@H]1CCCCO[C@H](CN(C)S(C)(=O)=O)[C@@H](C)CN([C@@H](C)CO)C(=O)c2cc(NC(=O)CCCN(C)C)ccc2O1 | -5 | -0.2 | 34 | 1 | 1 | -0.9 | -1 | -16
CCC(=O)Nc1ccc2c(c1)C(=O)N(C)C[C@H](OC)[C@@H](C)CN(Cc1ccncc1)[C@@H](C)CO2 | -2 | -1.5 | 9 | 0 | 0 | 0.0 | 4 | -4
CCC(=O)N1CC2(CN(C(=O)Cc3ccccc3)C2)c2c(n(C)c3cc(OC)ccc23)[C@@H]1CO | · | 1.1 | 17 | -1 | 26 | 0.5 | ? | ·
NC(=O)C(=O)NCCCN1CCOCC1 | -4 | -0.5 | 0 | 1 | -1 | 0.1 | -5 | 16
COc1ccc(S(=O)(=O)N(C)C[C@H]2Oc3ccc(NC(=O)CCCCCC(=O)Nc4ccccc4N)cc3CC(=O)N([C@H](C)CO)C[C@@H]2C)cc1 | -6 | 1.6 | -5 | 0 | 31 | -0.2 | 3 | -13
COc1c(C)cc(Br)cc1C(=O)Nc1cccc(NC(=O)c2ccco2)c1 | -1 | -0.2 | · | -3 | 0 | · | -7 | ·
O=C(C[C@H]1CC[C@H]2[C@@H](COC[C@H](O)CN2Cc2ccccc2F)O1)N[C@@H]1CCN(Cc2ccccc2)C1 | 9 | 2.5 | -17 | 3 | -46 | 0.1 | 4 | 9
COc1ccc(C(=O)N2CCN(c3ccccc3)CC2)cc1S(=O)(=O)NC1CC1 | 3 | -1.0 | -5 | -1 | -32 | 0.4 | -1 | -26
Cc1cccc(N2CCN(C(=O)C3CCN(c4ncnc5c4nc4n5CCCCC4)CC3)CC2)c1C | 12 | 1.5 | -35 | 3 | · | 0.8 | 1 | 44
O=C(CC1c2ccccc2Oc2ccccc21)N1CCN(c2ccccn2)CC1 | 5 | -3.0 | -42 | -3 | 3 | · | 12 | ·
CCN(CC)S(=O)(=O)c1ccc(/C=C/C(=O)O)cc1 | -6 | -2.5 | 15 | 2 | 10 | 0.0 | 6 | 4
O=C(c1ccc(C(F)(F)F)cc1)N1CCC(=O)N(C(COCc2ccc(Cl)cc2)Cc2ccccc2)CC1 (stereo not drawn) | -11 | -3.1 | -33 | 1 | 4 | 0.0 | -8 | -7
CCCNC(=O)COc1coc(CN2CCN(c3ccc(F)cc3)CC2)cc1=O | -1 | 0.9 | 1 | -2 | · | 0.0 | -4 | -3
O=C(Cn1ncc2c3ccccc3n(Cc3ccccc3)c2c1=O)NCCCN1CCOCC1 | 4 | -5.6 | 5 | -2 | 3 | 0.0 | 0 | 9
COc1cccc(C(=O)Nc2ccc(NC(=O)C3CC=CCC3C(=O)O)cc2)c1 (stereo not drawn) | -5 | 2.0 | 11 | 1 | · | 0.4 | 12 | 2
O=C(O)Cn1cc(C(=S)N2CCCCC2)c2ccccc21 | 6 | 0.9 | 5 | 2 | -4 | 0.1 | 10 | 5
CN(CC(O)COc1ccccc1F)C1CCCCC1 (stereo not drawn) | -1 | -1.2 | 3 | -7 | 10 | 0.0 | -6 | 19
CO[C@@H]1CN(C)C(=O)c2cc(NC(=O)C3CC3)ccc2OC[C@H](C)NC[C@@H]1C | 0 | -0.2 | 3 | 0 | -3 | -0.3 | 3 | -10
CCOc1ccc2oc(C(=O)N3CCCN(C)CC3)c(C)c2c1 | 2 | 3.3 | -3 | 2 | -25 | 5.5 | -3 | -29
CC1=NN(C(=O)CCCc2ccccc2)C(O)(C(F)(F)F)C1 (stereo not drawn) | -3 | 5.5 | 5 | -3 | -6 | 0.0 | -2 | -14
COc1cccc(-c2nc(NC3CCCC3)c3ccccc3n2)c1O | 2 | -1.8 | -5 | 1 | 12 | 0.0 | 2 | 8
Cc1cc(NC(=O)CCC(=O)N(Cc2ccco2)C2(C(=O)NC3CCCCC3)CCCC(C)C2)no1 (stereo not drawn) | -12 | -3.4 | -10 | 2 | 7 | 0.1 | -2 | 5
Cc1cc(NC(=O)CCC(=O)N(Cc2ccco2)C2(C(=O)NC3CCCC3)CCC(C)CC2)no1 (stereo not drawn) | 3 | -2.1 | -14 | 5 | 8 | 0.0 | -1 | 6
O=C(NCc1ccco1)c1ccc([N+](=O)[O-])cc1Cl | -8 | -6.1 | 2 | 0 | -8 | 0.2 | 0 | 16
C[C@@H]1CN([C@H](C)CO)C(=O)c2cccc(NC(=O)c3nc4ccccc4s3)c2O[C@H]1CN(C)C | 9 | -0.8 | 1 | 0 | -35 | 0.0 | -5 | 1
O=C(NCC[C@H]1CC[C@H](NC(=O)Nc2cc(F)ccc2F)[C@H](CO)O1)Nc1ccc(F)cc1 | -2 | 1.5 | -17 | 2 | -13 | -0.3 | 4 | ·
Cc1ccc(-n2ncc3c2CC(C)(C)CC3NC(=O)CN2CCCC2=O)cc1 (stereo not drawn) | 4 | -0.7 | 35 | 0 | · | 0.0 | 0 | -134
O=C(Cc1ccc(Cl)cc1)Nc1ncc([N+](=O)[O-])s1 | -5 | -1.4 | -10 | -3 | -31 | 0.5 | 8 | -100
Cc1ccc(-c2nc(N)s[n+]2-c2ccccc2)cc1 | -29 | -0.6 | 12 | 7 | -41 | 0.0 | -5 | ·
COc1ccc(/C=C/C(=O)NCC(=O)n2nc(C)cc2C)cc1 | · | · | 24 | 2 | -12 | 0.2 | 2 | -2
